Platelet DG rel = platelet dense granule release activity. 300,000 tested, 0.22% active. AID 1663. human platelet-rich plasma, SFLLRN dense granule ATP release, luminescence. inhibition, %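 (compounds screened at 7.5 µM in platelet-rich plasma)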;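 active means mean replicate score, as percent of positive control, at or above 50; inconclusive means mean below 50 but at least one replicate at or above 50; inactive means mean and every replicate below 50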
IEC-6 cytotox = kills IEC-6 intestinal cells in KLF5 counter-screen; IEC-6 cytotoxicity, luminescence viability; inhibition, % at 5 µM; 290,000 tested, 0.78% active; in the data active means inhibition above about 22%;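 further: 0% = plate median of test compound wells and 100% = cytotoxic reference compound wells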
HSF-1 act = increases HSF-1 driven luciferase reporter signal; NIH3T3-HGL HSF-1 luciferase reporter, MG132, 8 h; 100% = twice DMSO control signal; activation, % at 9 µM; 300,000 tested, 1.7% active; AID 504408;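 active means mean replicate activation of at least 50% with a set share of replicates each reaching 50%; inconclusive means only one of those two conditions met; inactive means mean below 50% and too few replicates reaching it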;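 further: 0% = median of the neutral control wells and 100% = twice that signal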
aSyn 5UTR inh = 5' untranslated region of α-synuclein, MLPCN primary screen; alpha-synuclein 5'UTR reporter, inhibitor activity; inhibition, % (tested at 7.5 µM); 300,000 tested, 0.82% active; in the data active means inhibition above about 60%; inconclusive means no clear call, values can overlap the other calls;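 further: H4 neuroglioblastoma cells stably carrying SNCA 5'UTR luciferase fusion; 0% = DMSO wells and 100% = positive control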
HIF act = HIF pathway transcriptional activation; U2OS HRE-luciferase reporter, luminescence; normalized: DMSO 0%, desferrioxamine 100%; 300,000 tested, 0.32% active; activation, % at 7.5 µM (by protocol);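 active means mean activation of at least 10% of the iron chelator positive control signal, with at least half of replicates also reaching 10%; inconclusive means mean and replicate majority disagree about reaching 10%; inactive means mean and most replicates under 10%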
SKKanGAS inh = inhibitors of SKKanGAS S. pyogenes growth in kanamycin (SK-promoter or general growth effect); BacTiter-Glo, 6 h; inhibition, % at 7.5 µM; 300,000 tested, 1.3% active; AID 1662;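 active means mean replicate score, as percent of positive control median, at least 50; inconclusive means mean below 50 but one replicate at or above 50; inactive means mean and every replicate below 50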;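 further: strain carries kanamycin resistance gene driven by streptokinase promoter and grows in 40 µg/ml kanamycin; loss of luminescence reflects streptokinase promoter inhibition or plain growth inhibition; 0% = median of DMSO wells and 100% = positive control at its reference dose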
HSF1 inhib = HSF1 inhibition; activity change, negative = inhibition, % at 7.5 µM (by protocol); AID 2098; 300,000 tested, 0.77% active; NIH3T3-HGL HSE-luciferase, MG132-induced, luminescence 8 h; hits give low values;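 active means more than half of replicate wells show activity change below -50%, luminescence cut by over half; inconclusive means some wells, but at most half, below -50%; inactive means no replicate well below -50%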;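 further: luciferase reports HSF-1 transcriptional activity via heat shock element; 0% = median of DMSO wells and -100% = zero luminescence signal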
HSP90 inh = blocks HSP90-mediated luciferase refolding in reticulocyte lysate; Rabbit reticulocyte lysate, luciferase refolding luminescence, 3 h; inhibition, % at 5.6 µM; 290,000 tested, 0.91% active;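 active means inhibition above the screen-wide mean plus 3 SD, computed separately per campaign, cut at about 16% in these data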;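 further: 0% = DMSO wells and 100% = 60 µM geldanamycin wells; inhibitors lower the luminescence because luciferase stays unfolded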
AI-2 QS modul = modulators of Vibrio harveyi AI-2 quorum sensing system; activity change, % at 7.5 µM; 300,000 tested, 0.4% active; AID 2094; Vibrio harveyi JMH597 AI-2 luminescence/OD600 ratio, 9 h; hits give low values; strain lacks LuxN and CqsS sensors; 0 = neutral-control median; in the data active means activity change below about -75%, passing the limit was not always enough; inconclusive means no clear call, values can overlap the other calls;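 further: luminescence divided by OD600 gain over 9 h not by final OD600 alone; inactives centre near 13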
KLF5 inh = inhibitors of KLF5 expression; inhibition, % at 5 µM; DLD-1 KLF5 promoter-luciferase reporter, luminescence; AID 1700; 290,000 tested, 0.23% active;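 active means inhibition above a per-plate limit of that plate's mean compound inhibition plus 3 SD, cut at about 60% in these data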;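 further: 0% = DMSO wells and 100% = LY294002 at 200 µM; higher means less KLF5 promoter-driven luciferase light; inactives centre near -14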
Numbers without * were called inactive; ? = inconclusive; · = not tested or not shown.

entry	SMILES	HIF act	AI-2 QS modul	IEC-6 cytotox	HSF-1 act	SKKanGAS inh	HSP90 inh	Platelet DG rel	aSyn 5UTR inh	KLF5 inh	HSF1 inhib
1	COc1ccccc1N1CCN(C(=O)CNC(=O)c2cn(-c3ccccc3OC)c(=O)c3ccccc23)CC1	0.0	22	-4	12	0	0	7	-12	-44	1
2	N#Cc1ccccc1NC(=O)CSc1cn[nH]n1	-0.1	-7	-1	2	-2	3	-4	-18	6	-1
3	CCCCCCCN1C/C=C\C(c2ccc(OC)cc2)N(Cc2ccc(F)cc2)C(=O)[C@H]1Cc1ccccc1 (some centres not stated)	0.3	14	·	·	8	·	-4	31	·	0
4	NS(=O)(=O)c1ccc(CCNc2ncnc3sccc23)cc1	-0.1	16	1	24	-4	-1	3	-18	-30	6
5	COc1ccc(O)c(-c2cn[nH]c2-c2cccs2)c1	-0.2	2	-2	2	-2	2	1	20	-4	0
6	Cc1ccc(C(=O)C2CCN(CC(=O)NC3CCCCC3)CC2)cc1	0.2	-19	2	39	6	0	1	4	-13	7
7	O=C(CS(=O)(=O)c1c[nH]c2ccccc12)Nc1ccc2c(c1)OCCO2	0.8	32	-3	0	3	-2	-3	-85	-23	10
8	Cc1ccc(C(=O)N(CN2CCCC2=O)c2ccc(F)cc2)cc1C	0.2	14	-2	17	2	1	1	3	-22	3
9	O=C(Nc1cccc(-n2cccn2)c1)C1CCCN(Cc2cccc(F)c2F)C1 (configuration not stated)	-0.1	11	2	-1	7	-3	-3	17	-10	0
10	CC1CCC(C(C)C)C(OC(=O)COC(=O)c2cc(O)ccc2N)C1 (configuration not stated)	-1.3	21	-1	-2	11	-4	15	34	-18	4
11	CCOc1cc(-c2cc(-c3ccc(OC)cc3)nc(N)c2C#N)ccc1O	-0.4	-5	7	2	31	0	1	19	-17	-4
12	CCc1nn(C(C)C(=O)NCCc2ccccc2)c(=O)c2cc3occc3n12 (configuration not stated)	-0.2	-22	-5	-13	17	-1	-9	13	8	-7

(continued)
entry	SMILES	HIF act	AI-2 QS modul	IEC-6 cytotox	HSF-1 act	SKKanGAS inh	HSP90 inh	Platelet DG rel	aSyn 5UTR inh	KLF5 inh	HSF1 inhib
13	Cc1cc(C)n(CC(=O)NC2CCCCC2)n1	0.2	24	6	-20	4	1	-5	4	8	-5
14	CSc1nn(CCc2ccncc2)c(=S)s1	-7.5	-3	-5	-1	-11	-3	-11	-4	-19	-9
15	O=C(Cn1cc2c(n1)CCCCC2)Nc1ccccc1Br	0.4	22	-8	0	4	0	-2	12	-27	5
16	CC(C)(C)c1ccc(/C=N/NC(=O)C(=O)NCCCN2CCOCC2)cc1	-0.1	-10	1	-25	-4	5	-7	11	-22	-14
17	Cc1ccsc1/C=N/Nc1ncc(Cl)cc1Cl	4.0	4	-4	-6	8	4	4	-71	-173	6
18	COc1ccccc1CC(=O)Nc1cccc(C(=O)NN2C(=O)c3ccccc3C2=O)c1	-0.2	27	-1	4	-7	0	-19	-1	-34	6
19	CCC(C)N(C(=O)c1csnn1)C(C(=O)NCc1ccc(F)cc1)c1ccccc1F (configuration not stated)	-6.6	·	2	12	-9	-1	19	-3	4	-11
20	CCOC(=O)N/N=C/C=C/c1ccccc1[N+](=O)[O-]	0.1	10	3	20	-2	0	1	-75	-42	5
21	c1ccc(-c2nnc(N3CCCC3)nc2-c2ccccc2)cc1	-0.1	19	1	18	1	3	9	-28	-19	0
22	CC1CCC(NC(=O)C2COc3ccccc3O2)CC1 (configuration not stated)	1.5	0	·	-16	15	·	-3	-43	·	3
23	COc1cc(/C=C2/C(=O)NN(c3ccc(Cl)cc3)C2=O)ccc1OC(=O)c1ccco1	-1.2	14	5	0	2	-3	?	2	-5	6
24	N#Cc1c(N2CCCC2)nsc1-c1ccccc1	2.2	15	0	10	12	11	·	-180	-96	7

Going on with the list:
entry	SMILES	HIF act	AI-2 QS modul	IEC-6 cytotox	HSF-1 act	SKKanGAS inh	HSP90 inh	Platelet DG rel	aSyn 5UTR inh	KLF5 inh	HSF1 inhib
25	O=C1c2ccccc2CN1CCSC(=S)N1CCSCC1	4.9	13	-4	25	2	4	5	-109	-103	23
26	Cc1ccc(NC(=O)CCC(=O)N/N=C/C=C/c2ccccc2)cc1	0.4	9	-2	13	-3	1	3	-18	-23	11
27	Cc1cc(C)n(CC(O)Cn2c3ccc(Br)cc3c3cc(Br)ccc32)c(=O)n1 (configuration not stated)	-0.2	10	6	29	29	1	1	-27	7	4
28	Nc1cc(=O)[nH]c(SCC(=O)NNC(=O)c2ccccc2)n1	-0.1	9	·	14	-15	·	4	-12	·	-1
29	O=C(Nc1nc2ccccc2n1CCOc1ccc(Cl)cc1)c1ccco1	0.3	56	2	-24	90*	1	-4	58	-8	-23
30	Clc1cccc(CSc2nnc([C@@H]3CCCN3)o2)c1	0.1	3	5	7	-3	5	2	4	10	-7
31	O=C(NC1CCCC1)C(c1ccncc1)N(C(=O)c1csnn1)c1ccccc1F (configuration not stated)	-0.1	1	0	-12	-1	-1	12	7	4	-2
32	COc1cccc(C2CC(c3ccccc3)n3ncnc3N2)c1 (configuration not stated)	0.0	-8	6	-82	1	3	-2	12	-11	-77*
33	O=S(=O)(NCc1ccccc1)c1ccc(S(=O)(=O)N2CCCCC2)cc1	0.0	14	1	-8	-8	1	3	31	-4	0
34	CCOC(=O)C1CCCN(c2c(NCCN3CCCCC3C)c(=O)c2=O)C1 (configuration not stated)	0.1	20	5	6	-3	1	-18	-3	-26	-3
35	O=S(=O)(NC1CCCCC1)c1cccs1	-0.5	14	-4	16	-2	-3	-3	9	-10	-8
36	CCOC(=O)C(CC)n1cnc2c(nnn2-c2ccc(F)cc2)c1=O (configuration not stated)	0.3	17	-3	-8	-1	-1	?	6	-10	-4

The results go on.
entry	SMILES	HIF act	AI-2 QS modul	IEC-6 cytotox	HSF-1 act	SKKanGAS inh	HSP90 inh	Platelet DG rel	aSyn 5UTR inh	KLF5 inh	HSF1 inhib
37	CC1CCCN(C(=O)C(=O)c2cn(CC(=O)N3CCCCCC3)c3ccccc23)C1 (configuration not stated)	-0.1	25	-2	11	12	2	-10	5	-53	-1
38	COc1ccc(C(=O)N/N=C/C(C)c2ccccc2)cc1OC (configuration not stated)	0.9	1	4	-4	3	3	-1	-20	-17	-7
39	CCOC(=O)N1CCN(Cc2nc3cc(NC(=O)C(C)C)ccc3n2CC)CC1	-1.4	27	1	-10	-6	-4	5	4	-18	-1
40	COCCCn1c(Cc2csc(Nc3cccc(Cl)c3)n2)nnc1SCC(=O)OC	-0.2	25	-1	-2	-10	-2	13	-8	-26	4
41	COC(=O)c1cc2ccccc2n1Cc1ccc(Cl)nc1	1.6	40	2	2	-1	-2	-3	27	-25	1
42	Cc1ccc(-n2c3c(cc(C(=O)NC4CCSC4=O)c2=O)C(=O)CCC3)cc1 (configuration not stated)	-0.2	4	-8	9	6	0	4	9	-17	-8
43	C=CCSC1=N/C(=C/c2ccsc2)C(=O)N1c1ccccc1	0.0	13	-9	-1	2	-2	-5	7	-11	-9
44	COc1ccc(NC(=O)COc2ccccc2C)cc1S(=O)(=O)N1CCCCC1	0.2	8	·	24	-2	·	-8	12	·	5
45	OC1CCN(C(c2ccc3ncccc3c2)c2nnnn2C2CCCCC2)CC1 (configuration not stated)	-0.1	5	2	2	-3	-1	11	3	-27	6
46	CN(C(=S)NC(=O)CCCOc1ccc(Cl)cc1Cl)c1ccccc1	-0.1	-3	-1	-4	0	-4	3	-22	-9	-5
47	COc1ccc(S(=O)(=O)N2CCC3(CC2)OCCN3S(=O)(=O)c2c(C)cc(C)cc2C)cc1	-0.2	-5	·	-12	-4	·	-16	2	·	1
48	COc1ccc(S(=O)(=O)Nc2cccc(-c3ccc(N4CCCCCC4)nn3)c2)cc1OC	1.4	5	-3	11	17	2	-16	-53	-47	6

(list continues)
entry	SMILES	HIF act	AI-2 QS modul	IEC-6 cytotox	HSF-1 act	SKKanGAS inh	HSP90 inh	Platelet DG rel	aSyn 5UTR inh	KLF5 inh	HSF1 inhib
49	O=P(O)(CN1CCCCCC1)C1Cc2ccccc2C1	0.1	9	-4	0	5	1	13	11	-12	-9
50	CCc1ccc(C(=O)COC(=O)c2nn(C)c(=O)c3ccccc23)cc1	-0.3	-3	-4	15	8	-1	-4	-7	-16	5
51	COc1cc(C(=O)NC2CC(C)(C)CC(C)(C)C2)ccc1OC1CCN(C(C)=O)CC1	-1.9	5	-7	-6	3	-6	-5	0	-41	2
52	COC(=O)c1ccc2nc(Nc3nc4ccc(F)cc4s3)sc2c1	-5.2	37	0	-91	19	83*	3	75*	94*	-89*
53	COc1ccc(NC(=O)c2cc(=O)[nH]c(=O)[nH]2)cc1S(=O)(=O)Nc1ccccc1Cl	-0.4	10	-1	2	0	0	3	-1	-25	-2
54	Cc1c(NC(=O)CCSc2ccc(Cl)cc2)c(=O)n(-c2ccccc2)n1C	0.4	10	2	4	4	3	4	9	-16	0
55	CCOC(=O)c1cc(S(=O)(=O)Nc2ccc(F)cc2F)cn1C	0.2	23	-6	-2	4	-3	-6	8	-14	-4
56	CCc1ccc(NC(=O)CC2C(=O)N(c3ccc(C)cc3)C(=O)N2C2CC2)cc1 (configuration not stated)	0.8	1	-3	-6	-1	1	-2	7	9	0

Looked up by structure from the entries so far:
entry	SMILES	HIF act	AI-2 QS modul	IEC-6 cytotox	HSF-1 act	SKKanGAS inh	HSP90 inh	Platelet DG rel	aSyn 5UTR inh	KLF5 inh	HSF1 inhib
54	Cc1c(NC(=O)CCSc2ccc(Cl)cc2)c(=O)n(-c2ccccc2)n1C	0.4	10	2	4	4	3	4	9	-16	0
56	CCc1ccc(NC(=O)CC2C(=O)N(c3ccc(C)cc3)C(=O)N2C2CC2)cc1 (configuration not stated)	0.8	1	-3	-6	-1	1	-2	7	9	0
